M1 antag: antagonists of rat M1 muscarinic receptor; P08482; CHO-M1 cells, Fluo-4 calcium, ACh EC80 antagonist mode; stronger effect = lower value; B-score at 10 µM; 64,000 compounds, 3.4% hits;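 active = calcium fluorescence response, raw or row-and-column corrected B-score, differing from the plate sample mean either way at a set confidence level, mostly lower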
Target sequence (P08482 whole entry, looked up): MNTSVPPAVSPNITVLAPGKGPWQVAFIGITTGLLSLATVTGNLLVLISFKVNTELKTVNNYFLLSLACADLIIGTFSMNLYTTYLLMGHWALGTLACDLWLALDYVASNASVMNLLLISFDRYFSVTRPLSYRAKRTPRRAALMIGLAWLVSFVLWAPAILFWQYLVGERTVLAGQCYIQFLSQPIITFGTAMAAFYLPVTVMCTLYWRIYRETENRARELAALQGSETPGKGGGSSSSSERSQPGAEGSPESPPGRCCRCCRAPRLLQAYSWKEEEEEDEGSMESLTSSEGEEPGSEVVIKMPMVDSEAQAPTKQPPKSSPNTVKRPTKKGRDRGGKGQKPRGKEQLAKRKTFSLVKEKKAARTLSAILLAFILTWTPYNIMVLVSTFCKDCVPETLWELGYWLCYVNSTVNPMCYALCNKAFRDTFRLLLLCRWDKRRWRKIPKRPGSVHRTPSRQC
tolC growth inh: blocks growth of E. coli BW25113 tolC mutant. growth inhibition, % at 10 µM (by protocol). OD615. 65,000 compounds, 2.2% hits;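 active = growth inhibition at or above a cutoff equal to the mean over every tested compound plus 3 SD, cut at about 60% in these data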;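 note: growth measured after 20 h incubation at 37 °C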
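signal = optical density read at 615 nm | test system = E. coli ΔtolC::kan strain BW25113 | timing = 20 h compound exposure of bacteria at 37 °C | buffer or medium = LB medium plus 50 µg/mL kanamycin | compound dosing = 10 µM final, single dose | evaluation = % inhibition of E. coli growth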
SF1 activator: activates the human nuclear receptor SF-1 | activation, % at 10 µM | Q13285 | CHO-K1 Gal4-SF-1 LBD luciferase reporter; % increase over DMSO SF-1-specific signal | 65,000 compounds, 1.9% hits;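 active = activation above the mean activation of all tested compounds plus 3 SD, cut at about 50% in these data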
Target sequence (Q13285 whole entry, looked up, the tested form may be a part): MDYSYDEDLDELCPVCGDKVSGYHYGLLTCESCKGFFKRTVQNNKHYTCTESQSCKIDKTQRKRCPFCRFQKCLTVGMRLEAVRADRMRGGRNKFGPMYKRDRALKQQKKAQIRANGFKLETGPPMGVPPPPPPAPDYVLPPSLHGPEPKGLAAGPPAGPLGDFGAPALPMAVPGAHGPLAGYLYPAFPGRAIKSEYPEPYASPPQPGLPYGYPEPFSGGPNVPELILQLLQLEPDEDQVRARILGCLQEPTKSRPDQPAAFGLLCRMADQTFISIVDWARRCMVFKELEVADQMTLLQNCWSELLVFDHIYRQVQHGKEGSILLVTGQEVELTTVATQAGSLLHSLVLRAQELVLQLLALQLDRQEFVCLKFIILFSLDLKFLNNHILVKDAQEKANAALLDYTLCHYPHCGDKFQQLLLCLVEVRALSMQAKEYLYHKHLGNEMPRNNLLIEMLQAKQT
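Material: Gal4–SF-1 LBD one-hybrid luciferase reporter in CHO-K1 cells | Amount: 4,000 cells per well | Compound dosing: 10 µM single point, 1% DMSO | Schedule: 20 h compound treatment, 37 °C | Measured by: SteadyLite luciferase luminescence | Evaluation: Percent activation versus DMSO | Control set: DMSO-treated SF-1-transfected cells as negative, DMSO-treated mock-transfected cells lacking SF-1 as background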
Jurkat tox 60K: cytotoxic compounds reducing Jurkat cell viability | inhibition, % at 4 µM | Jurkat E6.1 viability, ATP luminescence, 48 h | 56,000 compounds, 1.2% hits | AID 463;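 active = inhibition above the mean inhibition of all tested compounds plus 3 SD, cut at about 28% in these data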
HEK293 NFkB inh: lowers PMA/ionomycin-induced NF-kB signal in HEK293 cells; 62,000 compounds, 0.21% hits; inhibition, % at 3 µM; HEK-293 NF-kB luciferase reporter, luminescence; AID 465;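 active = inhibition above the mean of all tested compounds plus 3 SD, cut at about 40% in these data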;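 note: 0% = stimulated DMSO wells and 100% = 10 µM reference inhibitor 5653914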
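Timing: 1 h pretreatment, 16 h stimulation, 37 °C; system: HEK-293 cells with stable firefly luciferase reporter driven by four HIV NF-kB elements; doses: 3 µM once, 0.30% DMSO; measured by: luciferase luminescence; control set: DMSO and 10 µM reference inhibitor; repeats: single test; reagent: PMA plus ionomycin mix as NF-kB-activating stimulus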
NADH coupling: inhibition of NAD/NADH coupling enzymes, library profiling | coupled PK/LDH NADH assays, four targets | IC50, µM (doses to about 10 µM), for the others: at the top dose inhibition | 65,000 compounds, 0.02% hits;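 active = single-dose screening hits from any of four coupled enzyme assays that gave an IC50 when retested across doses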;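 note: the DPM-DC format reads NADH fluorescence rather than 340 nm absorbance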
TNAP act mid DEA: activates human TNAP at intermediate phosphate acceptor concentration | 64,000 tested, under 10 active | activation factor at 20 µM | purified TNAP, CDP-star luminescence, 100 mM DEA, 30 min; stronger effect = higher value; scale: 0 levamisole-inhibited, 1 vehicle-only enzyme | P05186;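 active = activation factor of at least 2 at 20 µM, relative to controls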
M1 ag: activates the M1 muscarinic receptor; CHO-M1 cells, Fluo-4 calcium fluorescence, agonist mode; stronger effect = higher value; B-score at 10 µM; 64,000 compounds, 3% hits; AID 626;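 active = fluorescence rise, raw or as B-score row- and column-corrected plate score, outside the 99.7% band of its plate's samples, either direction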
D1 mod: D1 dopamine receptor (human) allosteric modulation; HEK293 D1, CRE-luciferase, dopamine EC30 potentiation; actives deviate in either direction; B-score at 10 µM; 58,000 compounds, 5.9% hits; AID 641;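 active = luminescence count or its row- and column-corrected plate score outside the 99.7% band of the plate's sample wells, on either side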
Numbers without * were called inactive; · = no result given; [ ] = remark or other dose.

SMILES	M1 antag	tolC growth inh	SF1 activator	Jurkat tox 60K	HEK293 NFkB inh	NADH coupling	TNAP act mid DEA	M1 ag	D1 mod
O=C(Nc1ccccc1C(F)(F)F)c1cc(-c2cccc(O)c2)on1	0.58	-13	13	-2	3	7%	0.9	-0.0078	-0.68
CCOCCOC(=O)C(C)Sc1n[nH]c(=O)[nH]c1=O (configuration not stated)	0.46	-28	0	11	16	4%	1	-0.28	-0.75
COc1cc(Cl)cc(NC(=O)CCN2CCN(C)CC2)c1	-0.31	-17	-4	-1	3	2%	0.9	-0.29	0.28
O=C(CCS(=O)(=O)c1ccc(Cl)cc1)OCC(=O)N1CCCCC1	1.1	-14	-10	6	12	5%	0.9	0.41	0.46
COc1ccc(C2CC(C(F)(F)F)n3nc(C(=O)NCc4cn(C)nc4C)c(Cl)c3N2)cc1 (configuration not stated)	-0.0076	22	-20	10	21	11%	1	-0.36	-0.35
Cc1cc2c(=O)n(Cc3ccco3)c(SCC(=O)NCc3ccco3)nc2s1	0.011	-13	-9	5	12	2%	1	-0.21	0.83
COc1ccc(C(=O)N2CCN=C2c2ccccc2)cc1OC	0.44	-17	16	4	18	2%	1	0.083	0.46
Cn1c(=O)c2c(nc(SCC(=O)Nc3ccc(N4CCOCC4)c(Cl)c3)n2C)n(C)c1=O	-0.54	-11	7	-1	21	1%	0.9	-0.12	0.037
c1ccc2c(c1)NC(CN1CCOCC1)CO2 (configuration not stated)	-0.52	-4	10	·	12	7%	1	-0.015	-0.25
Cc1nc2ncnn2c(C)c1CCC(=O)O	-0.4	4	8	2	16	4%	·	-0.1	-0.26
NCCc1nnc(SCc2ccccc2)o1	0.33	-11	4	0	8	6%	0.9	0.027	0.32
O=C(NCCN1CCOCC1)[C@H](Cc1ccccc1)N1C(=O)c2ccccc2C1=O	0.55	-20	1	-2	4	9%	0.9	-0.96	0.89
c1coc(CNc2nc3nonc3nc2NCc2ccco2)c1	-0.035	41	-12	9	-3	4%	0.9	-0.023	-0.84
FC(F)Oc1ccccc1C1CC(c2ccc(Br)s2)Nc2ncnn21 (configuration not stated)	-0.00024	45	-6	2	1	7%	0.9	1.5	0.062
O=C(Cn1c(NCCCO)nc2ccccc21)c1ccco1	-0.055	-3	-21	-3	12	5%	0.9	-0.63	1.1
CCOc1ccccc1OCc1nn2c(COc3ccccc3)nnc2s1	-1.5	35	-1	6	20	4%	0.9	0.025	0.021
O=C(c1ccc(CS(=O)(=O)Cc2ccc(Cl)cc2)o1)N1CCCC1	-0.24	1	-5	6	5	9%	1	0.58	0.23
COC(=O)COc1ccc(-c2nn(C)c(=O)c3ccccc23)cc1	0.005	2	-10	-1	10	2%	0.9	3.7	·
NC(=O)C1CCN(C(c2ccccc2Cl)c2nnnn2Cc2ccc3c(c2)OCO3)CC1 (configuration not stated)	-0.65	32	4	4	4	11%	0.9	-1.6	0.58
CCn1c(CSc2nc3ccccc3s2)nnc1SCC(=O)c1ccc2c(c1)OCCO2	0.081	36	2	-3	14	0%	0.9	-0.04	-0.39
c1ccc2c(c1)CCN2CCN1CCc2ccccc21	0.011	8	24	3	6	2%	0.8	0.0097	-3.2*
Cc1ccc(OCCn2c(CCCO)nc3ccccc32)cc1	-0.64	15	-2	·	16	1%	1	0.61	·
CC(=O)N1CCc2cc(S(=O)(=O)NC(CC(C)C)C(=O)Nc3ccc4c(c3)OCCO4)ccc21 (configuration not stated)	-0.019	-13	3	3	-10	8%	0.9	0.3	-0.014
COc1ccc(OC)c(NC(=O)COC(=O)c2ccc(-n3cnnn3)cc2)c1	0.071	-1	1	-4	9	6%	0.9	-0.42	0.85
CCN(CC)S(=O)(=O)N1CCC(C(=O)NC(C)CCc2ccccc2)CC1 (configuration not stated)	-0.4	0	4	7	8	3%	1	-0.6	0.15
Cc1ccc(S(=O)(=O)NCC(=O)N2CCC(C)CC2)cc1	1	1	7	0	12	3%	0.9	0.13	0.41
CCC(=O)N1CCc2cc(S(=O)(=O)CCC(=O)Nc3cccc(F)c3)ccc21	-0.51	-15	1	2	8	4%	1	-0.53	-0.003
CC(C)OCCCNC(=O)CN1C(=O)CC(C)(C)S(=O)(=O)c2ccccc21	2	-9	5	-6	13	17%	1	0.028	0.045
CCOC(=O)C1CCN(c2c(NCc3ccc(C(=O)NC(C)CC)cc3)c(=O)c2=O)CC1 (configuration not stated)	0.32	-4	19	-3	-1	7%	1	-0.034	-3.2*
CCN(CC)S(=O)(=O)c1ccc(Cl)c(C(=O)NC)c1	-0.59	3	-12	2	9	9%	0.9	0.21	-5.2*
Cc1cc2c(c(=O)n1Cc1cccnc1)C(c1ccc(F)cc1)C(C#N)=C(N)O2 (configuration not stated)	-0.038	-5	5	0	8	5%	0.9	0.002	-0.55
O=C(CCn1c(=O)oc2ccccc21)N1CCOCC1	-0.0036	-21	-10	-6	5	6%	0.9	0.042	-1.3
O=C(c1cccc(N2C(=O)C3CC=CCC3C2=O)c1)N1CCN(c2ccccc2)CC1 (configuration not stated)	-0.36	-3	-6	2	15	7%	0.9	-0.79	0.09
CC1(C)CC(NC(=O)C2CCCCC2C(=O)O)CC(C)(C)N1 (configuration not stated)	-0.69	-9	-11	6	12	3%	0.9	1.1	0.011
CCOc1ccc(OCC)c(NC(=O)C2CCN(S(=O)(=O)c3cccc4nonc34)CC2)c1	0.96	12	8	·	16	2%	1	-0.88	·
Cn1c(CN2CCOCC2)nc2cc(NC(=O)c3ccc(Cl)cc3)ccc21	·	5	39	87*	26	6%	1	·	0.059
CCN(CC)S(=O)(=O)c1ccc2oc(C(=O)NCc3ccc(F)cc3)c(C)c2c1	0.15	44	12	·	28	2%	0.9	0.43	·
Cc1cc2c(cc(C(=O)NCc3cccnc3)n2Cc2ccc(Cl)cc2)o1	-0.022	10	4	2	17	3%	1	-0.12	-1.1
Cc1cc(=O)[nH]c(S/C=C/c2ccccc2)n1	-0.19	-2	9	-7	-18	3%	0.9	0.31	-2.7
NC(=O)CSc1nnc(-c2ccc(S(=O)(=O)N3CCCC3)cc2)n1CC1CCCO1 (configuration not stated)	-0.76	-12	-2	-6	1	4%	0.9	-0.25	-0.31
Cc1ccc(C)c(-n2nnnc2Sc2nnnn2-c2ccccc2)c1	-0.69	7	-30	30*	16	5%	0.9	0.034	-2.5
COc1ccccc1N1CCN(C(=O)c2cc3c(=O)n(C)c4ccccc4c3n2C)CC1	0.5	13	12	3	7	8%	0.9	0.87	0.23
COc1cccc(C(c2sc3ncnn3c2O)N2CCN(C(=O)c3ccco3)CC2)c1 (configuration not stated)	0.39	-5	12	2	-1	5%	0.8	-0.99	-0.22
COCCCNc1ncnc2c1cnn2-c1ccc(C)cc1C	0.027	-8	10	·	4	9%	·	-0.23	-0.4
O=C(NCCCN1CCCC1=O)c1cc(=O)c2ccccc2o1	1.4	-9	11	-8	14	5%	0.9	-0.2	1.4
Cc1ccc(S(=O)(=O)NC2=NCN(Cc3ccccc3)CN2)cc1	0.044	-16	9	-10	6	6%	1.1	-0.43	·
CCC(C(=O)N1CCN(S(C)(=O)=O)CC1)c1ccccc1 (configuration not stated)	0.78	-12	5	-4	4	6%	0.9	2.5	-0.072
Cc1cc(Cl)ccc1OCC(=O)NCCC(=O)O	0.27	-18	-10	-1	20	2%	0.9	-1.1	0.89
CCCCNC(=O)NCC(=O)Nc1ccc(F)c(F)c1	0.26	-4	-2	0	1	5%	0.9	-0.44	-0.21
C=CCn1c(SCC(=O)Nc2nccs2)nnc1-c1cc2cccc(OC)c2o1	0.29	9	1	-2	12	12%	0.9	-0.83	1.5

Structures from the list above with an aryl methoxy group:
SMILES	M1 antag	tolC growth inh	SF1 activator	Jurkat tox 60K	HEK293 NFkB inh	NADH coupling	TNAP act mid DEA	M1 ag	D1 mod
COc1cc(Cl)cc(NC(=O)CCN2CCN(C)CC2)c1	-0.31	-17	-4	-1	3	2%	0.9	-0.29	0.28
COc1ccc(C2CC(C(F)(F)F)n3nc(C(=O)NCc4cn(C)nc4C)c(Cl)c3N2)cc1 (configuration not stated)	-0.0076	22	-20	10	21	11%	1	-0.36	-0.35
COc1ccc(C(=O)N2CCN=C2c2ccccc2)cc1OC	0.44	-17	16	4	18	2%	1	0.083	0.46
COc1ccc(OC)c(NC(=O)COC(=O)c2ccc(-n3cnnn3)cc2)c1	0.071	-1	1	-4	9	6%	0.9	-0.42	0.85
COc1ccccc1N1CCN(C(=O)c2cc3c(=O)n(C)c4ccccc4c3n2C)CC1	0.5	13	12	3	7	8%	0.9	0.87	0.23
COc1cccc(C(c2sc3ncnn3c2O)N2CCN(C(=O)c3ccco3)CC2)c1 (configuration not stated)	0.39	-5	12	2	-1	5%	0.8	-0.99	-0.22
C=CCn1c(SCC(=O)Nc2nccs2)nnc1-c1cc2cccc(OC)c2o1	0.29	9	1	-2	12	12%	0.9	-0.83	1.5

Additional entries follow.
SMILES	M1 antag	tolC growth inh	SF1 activator	Jurkat tox 60K	HEK293 NFkB inh	NADH coupling	TNAP act mid DEA	M1 ag	D1 mod
CSc1ccccc1NC(=O)C1CC(c2ccccc2O)=NO1 (configuration not stated)	-0.23	8	5	0	8	3%	0.8	0.02	-0.95
COc1ccc(Cl)c(Cn2c(NCCCO)nc3c2c(=O)n(C)c(=O)n3C)c1	0.51	-15	-5	-8	4	9%	0.9	1.7	1.8
CCOCCn1c(SCC)nc2c1c(=O)[nH]c(=O)n2C	-0.007	-17	0	·	22	1%	0.9	0.0061	1.6
O=C(O)Cn1cnc2scc(-c3cccs3)c2c1=O	0.84	-1	4	2	-5	1%	0.9	-0.0019	0.8
CC(=O)N1CCN=C1SCc1ccccc1Cl	-0.0063	-27	-10	-6	4	4%	1	-0.13	-0.015
N#Cc1c(NC(=O)CSc2nc(N)cc(=O)[nH]2)sc2c1CCCCCC2	-0.12	14	-42	56*	11	2%	0.9	-0.0036	-0.56
Cc1ccn2cc(C(=O)Nc3ccc4c(c3)OCCO4)nc2c1	0.79	-12	8	10	-3	8%	0.9	0.17	-4.5*
COc1ccc(-c2cc(C(=O)N3CCCc4ccccc43)no2)cc1OC	-0.6	39	-5	3	4	9%	0.9	0.33	1.4
CCCCn1c(NC(C)=O)c(C#N)c2nc3ccccc3nc21	0.5	26	-8	1	19	13%[fluoresces]	0.9	5.5*	3.8*
Fc1ccc(Cn2nnc(-c3ccc(CN4CCOCC4)cc3)n2)cc1	-1.2	36	18	2	1	12%	0.9	0.94	0.03
CCc1nc(N2CCCC2)c(C#N)c2c1CCCC2	0.82	4	-12	·	·	4%	0.9	0.036	·
Cc1ccc(CC2CC(=O)N(c3ccc4c(c3)OCCO4)C2=O)cc1 (configuration not stated)	-0.57	10	5	·	·	4%	0.9	-0.49	·

Given with bars between the fields: entries from further up
smiles | M1 antag | tolC growth inh | SF1 activator | Jurkat tox 60K | HEK293 NFkB inh | NADH coupling | TNAP act mid DEA | M1 ag | D1 mod
Cc1cc2c(cc(C(=O)NCc3cccnc3)n2Cc2ccc(Cl)cc2)o1 | -0.022 | 10 | 4 | 2 | 17 | 3% | 1 | -0.12 | -1.1
Cc1cc2c(c(=O)n1Cc1cccnc1)C(c1ccc(F)cc1)C(C#N)=C(N)O2 (configuration not stated) | -0.038 | -5 | 5 | 0 | 8 | 5% | 0.9 | 0.002 | -0.55
c1ccc2c(c1)CCN2CCN1CCc2ccccc21 | 0.011 | 8 | 24 | 3 | 6 | 2% | 0.8 | 0.0097 | -3.2*
